# cardiac RTF act: cardiac RTF calcium sensitization; P19429+P45379; IANBD-labeled TnC RTF fluorescence at EC20 calcium; 0% EC20 calcium, 100% full calcium; activation, % at 7.2 µM; 340,000 tested, 0.24% active;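 active = activation above the mean over all tested compounds plus 3 SD, cut at about 30% in these data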;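 also: rise in fluorescence read as greater calcium sensitivity of cardiac thin filaments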
# LANA DNA inh: inhibitors of KSHV LANA C-terminal domain DNA binding; 340,000 tested, 0.078% active; inhibition, % at 9 µM; MBP-C-LANA/FAM-LBS DNA binding, fluorescence polarization;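 active = highest replicate inhibition at or above 60% at 9 µM, even if other replicates fall short; inactive = all replicates below 60% inhibition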;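 also: 0% = neutral control wells and 100% = 4 µM acridine orange control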
# Keap1 Nrf2 FP: Keap1-Nrf2 (human) interaction inhibition. inhibition, % at 9.4 µM. 340,000 tested, 0.15% active. AID 504523. Keap1 Kelch-Nrf2 peptide fluorescence polarization, 1536-well; in the data active = inhibition above about 12%;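 also: human Keap1 Kelch domain with fluorescein labeled Nrf2 9mer peptide probe; 0% = neutral control wells and 100% = peptide positive control; higher means more block of Keap1 binding to Nrf2 peptide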
# Target sequence (Q14145 whole entry, looked up, the tested form may be a part): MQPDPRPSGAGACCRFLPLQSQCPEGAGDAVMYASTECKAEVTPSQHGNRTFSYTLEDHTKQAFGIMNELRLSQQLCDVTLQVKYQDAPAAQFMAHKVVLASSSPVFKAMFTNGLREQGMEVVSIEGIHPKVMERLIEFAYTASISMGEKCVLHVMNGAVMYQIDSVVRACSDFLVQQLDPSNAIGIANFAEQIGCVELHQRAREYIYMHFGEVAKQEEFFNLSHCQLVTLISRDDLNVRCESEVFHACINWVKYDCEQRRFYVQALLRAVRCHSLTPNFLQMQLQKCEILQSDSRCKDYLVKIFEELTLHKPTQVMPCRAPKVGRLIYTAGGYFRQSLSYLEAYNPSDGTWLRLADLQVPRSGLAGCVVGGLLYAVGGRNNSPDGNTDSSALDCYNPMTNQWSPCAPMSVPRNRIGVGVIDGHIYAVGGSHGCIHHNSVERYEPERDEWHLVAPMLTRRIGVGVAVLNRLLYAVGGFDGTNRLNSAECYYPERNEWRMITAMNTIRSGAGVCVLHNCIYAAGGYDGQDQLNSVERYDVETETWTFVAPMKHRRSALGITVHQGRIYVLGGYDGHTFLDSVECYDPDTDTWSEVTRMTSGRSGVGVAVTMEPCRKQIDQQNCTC
# CAL PDZ FP-1: CAL PDZ (human) peptide binding inhibition. Q9HD26. purified CAL PDZ, TMR-peptide fluorescence polarization, 1 h. inhibition, % at 24.9 µM. 300,000 tested, 0.92% active. AID 602252;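 active = mean inhibition of at least 30% with at least half of replicates also reaching 30%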;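 also: 0% = DMSO neutral control and 100% = excess unlabeled competitor peptide PRC23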
# RTF Ca sens inh: cardiac RTF calcium desensitization. IANBD-labeled cardiac RTF, Ca2+ fluorescence. inhibition, % at 7.15 µM. 340,000 tested, 0.12% active. AID 493244;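 active = inhibition above the mean inhibition of all tested compounds plus 3 SD, cut at about 17% in these data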;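 also: assay run at fixed EC70 calcium of 1.6 mM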
# DAGLB inhibitor: diacylglycerol lipase beta (human) inhibition; inhibition, % at 5.17 µM; Q8NCG7; AID 504411; HEK293T DAGLB membrane lysate, EnzChek fluorogenic substrate; 340,000 tested, 0.059% active; in the data active = inhibition above about 34%;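 also: 0% = enzyme with vehicle and 100% = wells lacking enzyme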
# CAL PDZ FP-2: inhibitors of human CAL PDZ peptide binding. inhibition, % at 20 µM. purified CAL PDZ, TMR-peptide fluorescence polarization, 1 h. AID 504414. 330,000 tested, 0.02% active. Q9HD26;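 active = highest replicate inhibition of at least 40%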;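 also: plate controls were DMSO neutral control wells for no effect and unlabeled competitor peptide control wells for full effect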
#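 Test system: tagged CAL PDZ domain / Buffer or medium: sodium phosphate/NaCl buffer pH 7.4 with TCEP, IgG, Thesit / Reagent: TMR-labelled reporter peptide T*-PRC34 bound in PDZ groove / Compound dosing: single point, 20 µM / Schedule: 1 h incubation at room temperature before polarization reading / Technique: fluorescence polarization (mP) / Benchmarks: unlabelled peptide, DMSO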
# SR-BI DiI-HDL act: enhances SR-BI lipid uptake from DiI-HDL; activation, % at 12.5 µM; AID 504775; 320,000 tested, 0.096% active; CHO ldlA[mSR-BI] cells, DiI-HDL uptake fluorescence, 3 h; 100 = double the neutral-control signal;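 active = mean replicate activation of at least 60% and every replicate at or above 60%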;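 also: 0% = median plate neutral-control signal and 100% = twice that signal; values of inactives mirror those of a sister screen read the other way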
#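 System: LDL receptor-deficient CHO ldlA cells overexpressing murine SR-BI | Timing: 3 h uptake period with compound, 37 °C | Medium: HEPES-buffered (25 mM, pH 7.4) F12 plus 0.5% BSA | Dosing: Single-point compound dose | Signal: Bottom-read fluorescence, 550/595 nm | Read-out: Retained DiI signal reflecting DiI-HDL uptake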
# Rtt109 Vps75: C. albicans Rtt109 histone acetyltransferase inhibition; inhibition, % at 34.9 µM; purified Rtt109/Vps75, ThioGlo CoA-SH fluorescence, 4 h; 330,000 tested, 0.16% active; Q5AAJ8;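 active = inhibition of at least 50% in every replicate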
# Target sequence (Q5AAJ8 whole entry, looked up): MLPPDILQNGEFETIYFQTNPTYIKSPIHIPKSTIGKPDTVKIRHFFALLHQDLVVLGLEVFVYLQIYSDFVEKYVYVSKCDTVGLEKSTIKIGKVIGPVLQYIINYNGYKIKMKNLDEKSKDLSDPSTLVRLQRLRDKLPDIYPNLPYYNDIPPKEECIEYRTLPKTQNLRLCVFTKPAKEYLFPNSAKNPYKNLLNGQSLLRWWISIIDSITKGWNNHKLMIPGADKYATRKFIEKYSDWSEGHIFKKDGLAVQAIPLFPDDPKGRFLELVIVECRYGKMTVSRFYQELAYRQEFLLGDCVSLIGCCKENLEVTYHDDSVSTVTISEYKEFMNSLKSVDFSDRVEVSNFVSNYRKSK
# PKA-R2B act: PKA-R2B complex activation | P22694+P31323 | PKA-R2B holoenzyme dissociation, Cy5-IP20 fluorescence polarization; R2B truncated from residue 108, S112A mutant; 0% DMSO only, 100% 113 µM cGMP | activation, % at 11.4 µM | 340,000 tested, 0.079% active | AID 504700;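 active = activation above a cutoff set at the mean over all compounds plus 3 SD, cut at about 18% in these data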;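 also: higher means more holoenzyme dissociation and a rise in polarization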
# Numbers without * were called inactive; / = no result given.
SMILES,cardiac RTF act,LANA DNA inh,Keap1 Nrf2 FP,CAL PDZ FP-1,RTF Ca sens inh,DAGLB inhibitor,CAL PDZ FP-2,SR-BI DiI-HDL act,Rtt109 Vps75,PKA-R2B act
CNC(=S)Nc1cccc(S(=O)(=O)NC2=NCCC2)c1,2,-0.8,-5,-5,-3,0,-0.6,11,4,-4
Cc1ccc(C(=O)N2CCCC(C(=O)c3ccc(Cl)cc3C)C2)cn1 (centres undefined),2,1.9,-4,-6,0,1,-0.3,4,0,6
Cc1ccc(CNC(=O)c2cc(-c3ccccc3C)nn2CC2CC(c3cccnc3)=NO2)cc1 (centres undefined),-1,0.6,-3,-1,-14,-3,-0.6,2,3,-3
CCNC(=O)C/C(C)=N/NC(=O)C1CCCCC1,-5,-1.7,2,0,0,3,-0.4,10,0,-8
O=C(O)c1ccc(NC(=O)c2ccccc2NC(=O)c2ccccc2Cl)cc1,1,1.2,5,/,-4,2,-1.8,14,2,6
O=C(O)c1c2c(nc3ccc(F)cc13)CCC2,-4,3.3,-7,0,-3,2,-2.3,14,-3,-4
COc1cc(-c2nc(C(=O)NC3CCCCC3)cc3c2[nH]c2ccccc23)cc(OC)c1OC,4,-0.5,-9,-4,-5,-9,-3.0,-50,3,-5
NC(=O)NOCc1cccc(Cl)c1,-5,0.4,3,-1,2,-4,-1.2,2,/,-2
CC(C)Cc1csc(NC(=O)c2ccc(F)cc2)c1C(=O)O,9,0.6,3,-4,-4,11,-1.9,5,-1,0
COc1ccc(Cl)cc1NC(=O)CN1CCCCCC1,-5,-0.9,-2,0,4,-2,-2.6,10,1,-5
COc1cccc(/C=N/c2nc3ccccc3n2C)c1O,-2,-1.1,1,7,0,0,-1.0,24,-8,11
O=C1NN(c2cccc(Br)c2)C(=O)/C1=C/c1ccc(-c2cc([N+](=O)[O-])ccc2O)o1,-5,0.4,-5,2,-5,11,-1.5,/,-6,0
CC(Oc1ccc(F)cc1)C(=O)Nc1ccc(S(=O)(=O)NC2=NCCCCC2)cc1 (centres undefined),5,0.4,-2,/,-8,0,-0.7,-11,3,0
Cn1c(CCC(=O)OCC(=O)NCC(F)(F)F)nc(=O)c2ccccc21,1,0.3,-1,/,4,-2,-1.4,13,1,3
CCN(CC)CCOC(=O)c1ccc(NC(=O)CNC(=O)c2ccccc2)cc1,-1,1.1,5,/,-11,-3,-0.7,6,-1,-12
Cn1c(Cc2ccccc2)nnc1SCC(=O)NC1CCCCC1,-2,1.4,1,2,3,-1,-0.6,24,-4,-2
Cc1cccc(NC(=O)c2ccc(C(=O)c3ccccc3)o2)c1,0,2.1,2,-4,-2,-4,-2.4,24,8,-9
Cc1ccccc1Nc1cc(=O)oc2ccccc12,10,1.9,-1,-1,6,0,-2.5,/,3,0
N#Cc1ccc(CSc2nnc3[nH]c(=O)cc(N)n23)cc1,2,-0.6,-2,/,-1,-1,-0.2,9,11,-3
O=C(NCc1ccccc1)c1cccc(S(=O)(=O)N2CCOCC2)c1,1,-0.2,-5,-2,-8,-2,-0.6,23,-7,-8
Cc1cc(C=O)c(C)n1-c1ccc(N2CCOCC2)cc1,-1,-1.4,0,-2,-7,-1,-0.7,26,10,7
O=C(NN1CCOCC1)C12CC3CC(CC(C3)C1)C2,-5,2.5,-2,1,-15,1,-0.1,26,-9,2
COc1ccc(C2N(c3cc(Cl)ccc3OC)C(=O)C3CCCN32)c(OC)c1 (centres undefined),6,-0.5,4,/,-8,-1,-0.1,15,6,11
CCC(CC)NC(=O)Nc1ccc(F)c(Cl)c1,-7,-0.5,-5,5,7,-6,-0.6,1,-4,-2
CSc1ccccc1Nc1ncnc(N)n1,6,0.2,-1,-8,-6,-2,-0.4,11,-13,1
C=CCn1c(CNC(=O)c2ccco2)nnc1SCC(=O)Nc1cccc(Br)c1,-4,-0.2,-2,-3,-2,2,-1.5,-6,-11,4
Cn1c(=NC(=O)CCl)sc2ccccc21,6,1.2,3,-2,0,0,-1.8,-5,-15,-3
O=C(CSc1ccc2c(c1)OCCO2)Nc1ccc2c(c1)OCO2,-2,-0.7,0,-1,-15,-5,-0.2,7,0,1
CC(=O)NC(Cc1ccccc1)C(=O)OCC(=O)c1ccccc1 (centres undefined),3,-1.5,3,-4,-5,-1,0.4,37,-5,-11
O=C(O)c1cccc2sc3cc(Cl)ccc3c(=O)c12,6,0.5,2,-3,4,3,0.8,18,-79,-13
COc1ccccc1-n1nc(C(=O)NCc2ccco2)c2ccccc2c1=O,3,-0.3,2,1,-1,2,-1.0,24,-3,4
COc1ccc(S(=O)(=O)Cc2ccc(C(=O)NCC(OC)OC)o2)cc1,0,1.7,-3,-2,-6,2,-0.6,26,-4,9
FC(F)Sc1ccc(NC(=S)NC2CCCC2)cc1,-4,-5.0,1,-3,-3,-2,-0.6,-19,-2,3
COc1cc(CN2CC(=O)N(c3cccc(Cl)c3C)C2=S)cc(OC)c1OC,3,-0.7,1,/,-10,2,-3.2,-29,-7,-7
Cc1cc(NCc2ccccc2)n2ncc(-c3ccccc3)c2n1,-3,1.3,-1,-10,2,-9,-0.1,-29,-3,-3
O=C1CC(c2ccccc2)c2ccccc21 (centres undefined),-2,6.8,2,1,-6,-4,-0.5,14,-5,1
C=C1CCN([C@@H](Cc2ccccc2)C(=O)NC2CCN(Cc3ccccc3)CC2)S(=O)(=O)c2ccccc21,1,-0.8,-8,-1,1,1,0.8,9,-8,0
COc1ccc2c(c1OC)C(=O)N1N=C(c3ccc(O)cc3)CC21 (centres undefined),4,-0.3,0,-3,-4,-1,-1.6,7,2,-2
COc1cccc(-c2nc3c(c(SCC(=O)N4CCOCC4)n2)Cc2c(CO)cnc(C)c2O3)c1,-5,-1.9,-6,-2,4,3,-5.1,22,18,-1
C=Cc1cccc(NC(=O)COc2ccccc2)c1,7,-0.1,-2,-1,-4,-9,-0.4,-4,0,-15
CCN1C[C@@H]2[C@@H]3C(=O)N(C)C(=O)[C@@H]3[C@](Cc3ccccc3)(C(=O)OC)N2C1=NCc1ccccc1,-10,0.9,2,1,-8,0,0.5,38,3,4
Cc1cc(Br)ccc1OCCN1CC(C)OC(C)C1 (centres undefined),1,0.3,-3,5,9,-4,-0.7,-34,5,-11
Cc1cc(C)cc(Nc2ncc3c(n2)CC(c2ccco2)CC3=O)c1 (centres undefined),-5,1.1,2,-5,-2,-10,-1.5,-9,2,14
COc1ccc(NC(=O)COC(=O)CCOc2ccccc2C)cc1Cl,-4,-0.1,0,-5,-7,0,-2.5,11,-1,-9
COc1cccc(NS(=O)(=O)c2ccc3[nH]cc(C(=O)NCCCOC(C)C)c(=O)c3c2)c1,2,-0.2,-1,-3,-14,0,-4.0,-13,6,-6
O=C(Nc1cnccn1)c1cccc(C(F)(F)F)c1,1,-1.1,0,-3,-2,-1,-2.2,-7,3,-2
N#CC1=C(N)OC2=C(C(=O)CCC2)C1CCc1ccccc1 (centres undefined),3,1.2,0,0,1,-1,-1.6,6,-26,-5
CCCCCCNC(=O)CC(NS(=O)(=O)c1ccc(OC)cc1)C(C)C (centres undefined),-2,-0.4,-8,-3,-3,0,-0.7,21,-1,4
Cc1ccccc1NC(=O)C1(C)Cc2ccccc2C(=O)O1 (centres undefined),5,3.3,0,3,-1,2,/,19,5,2
Cc1nn(-c2ccccn2)c(N)c1N=O,-11,1.1,-2,1,-1,0,0.2,-2,-8,6
COc1ccc(/C=C(\NC(=O)c2ccccc2)C(=O)NCc2ccco2)cc1,-2,0.9,-3,2,-23,0,-2.4,/,5,-5
COC(=O)C1=CN(C2CC2)C=C(C(=O)OC)C1c1ccc(C(F)(F)F)cc1,-1,0.5,1,-1,-8,-7,0.8,-27,-2,3

# Molecules shown so far containing a furan ring, fused or not (7):
SMILES,cardiac RTF act,LANA DNA inh,Keap1 Nrf2 FP,CAL PDZ FP-1,RTF Ca sens inh,DAGLB inhibitor,CAL PDZ FP-2,SR-BI DiI-HDL act,Rtt109 Vps75,PKA-R2B act
O=C1NN(c2cccc(Br)c2)C(=O)/C1=C/c1ccc(-c2cc([N+](=O)[O-])ccc2O)o1,-5,0.4,-5,2,-5,11,-1.5,/,-6,0
Cc1cccc(NC(=O)c2ccc(C(=O)c3ccccc3)o2)c1,0,2.1,2,-4,-2,-4,-2.4,24,8,-9
C=CCn1c(CNC(=O)c2ccco2)nnc1SCC(=O)Nc1cccc(Br)c1,-4,-0.2,-2,-3,-2,2,-1.5,-6,-11,4
COc1ccccc1-n1nc(C(=O)NCc2ccco2)c2ccccc2c1=O,3,-0.3,2,1,-1,2,-1.0,24,-3,4
COc1ccc(S(=O)(=O)Cc2ccc(C(=O)NCC(OC)OC)o2)cc1,0,1.7,-3,-2,-6,2,-0.6,26,-4,9
Cc1cc(C)cc(Nc2ncc3c(n2)CC(c2ccco2)CC3=O)c1 (centres undefined),-5,1.1,2,-5,-2,-10,-1.5,-9,2,14
COc1ccc(/C=C(\NC(=O)c2ccccc2)C(=O)NCc2ccco2)cc1,-2,0.9,-3,2,-23,0,-2.4,/,5,-5

# 4 records drawn at random from the list so far:
SMILES,cardiac RTF act,LANA DNA inh,Keap1 Nrf2 FP,CAL PDZ FP-1,RTF Ca sens inh,DAGLB inhibitor,CAL PDZ FP-2,SR-BI DiI-HDL act,Rtt109 Vps75,PKA-R2B act
CC(=O)NC(Cc1ccccc1)C(=O)OCC(=O)c1ccccc1 (centres undefined),3,-1.5,3,-4,-5,-1,0.4,37,-5,-11
Cc1ccccc1Nc1cc(=O)oc2ccccc12,10,1.9,-1,-1,6,0,-2.5,/,3,0
Cc1ccccc1NC(=O)C1(C)Cc2ccccc2C(=O)O1 (centres undefined),5,3.3,0,3,-1,2,/,19,5,2
COc1cccc(-c2nc3c(c(SCC(=O)N4CCOCC4)n2)Cc2c(CO)cnc(C)c2O3)c1,-5,-1.9,-6,-2,4,3,-5.1,22,18,-1

# Source: PubChem BioAssay (several laboratories)

# Random draw from the library; 1.6% or so of the library scored in one or more.
